From PubChem
Mito fusion act = inhibitors of mitochondrial division or activators of mitochondrial fusion. S. cerevisiae fusion-defective mutant growth rescue, CellTiterGlo 48 h. Potency, µM (doses to about 46.1 µM), for inactives: at the top dose growth rescue (activation), hits mostly activators. 0.23% of 320,000 active;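 also: potency is read from the fitted curve at half-maximal effect; % of control where 0% means no effect; nearly all actives have a fitted effect of over 45% in size; temperature-sensitive fusion mutants such as fzo1-1 at 37 °C on non-fermentable ethanol glycerol medium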
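Read-out: ATP-based luminescence (CellTiterGlo, 10 min ambient) reporting growth of fusion-defective ts yeast after 48 hours at 37C on glycerol/ethanol YPEG medium in the presence of compound.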
A-T KAP1 phos = potential ataxia-telangiectasia treatment. Potency, µM (doses to about 57.5 µM), for inactives: at the top dose activation, usual class: activators. […] A-T fibroblasts, KAP-1 phosphorylation AlphaLISA; neocarzinostatin DNA damage 30 min before lysis. 0.19% of 320,000 active; also: potency is read from the fitted curve at half-maximal effect; % of control where 0% means no effect; nearly all actives have a fitted effect of over 45% in size
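hTERT-immortalized A-T patient fibroblasts ([…]), 500 cells/well in OPTI-MEM, 1% FBS, got compounds for 60 min, then NCS for 30 min at 37C. Lysates were then assayed for phospho-KAP-1 by AlphaLISA (anti-pKAP1 donor, anti-KAP1 acceptor beads), 6 hr at 25C.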
Integrin act MD = activators of alpha7 integrin expression for muscular dystrophy; alpha7betagal myoblasts, beta-gal FDG fluorescence, 48 h; Potency, µM (highest dose often 38.3 µM), for inactives: at the highest dose activation, actives largely listed as activators; 0.064% of 350,000 active; AID 624291;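 also: potency is read from the fitted curve at half-maximal effect; 100% = response of the positive control SU9516; nearly all actives have a fitted effect of over 60% in size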
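Alpha7betagal+/- myoblasts (passage 13) were plated 16-24 hr, then exposed to compounds (1:260 dilution of DMSO stock) for 48 hours at 37C. After MPER lysis, β-galactosidase reporter activity was read as FDG fluorescence (ex 480/em 540) after 30 minutes.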
TSHR antagonist = blocks TSH signaling through the human TSH receptor; TSHR-expressing cells, TSH-stimulated cAMP HTRF, 2 h; active compounds read low; activity change, negative = inhibition, % at 11.5 µM; 0.2% of 330,000 active;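 active = activity change below a set negative limit, meaning inhibition stronger than a set level, cut at about -70% in these data; inconclusive = activity change between two set negative limits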; also: % is scaled to controls: 0 for no effect and ±100 for the full control effect
Target sequence (P16473 whole entry, looked up): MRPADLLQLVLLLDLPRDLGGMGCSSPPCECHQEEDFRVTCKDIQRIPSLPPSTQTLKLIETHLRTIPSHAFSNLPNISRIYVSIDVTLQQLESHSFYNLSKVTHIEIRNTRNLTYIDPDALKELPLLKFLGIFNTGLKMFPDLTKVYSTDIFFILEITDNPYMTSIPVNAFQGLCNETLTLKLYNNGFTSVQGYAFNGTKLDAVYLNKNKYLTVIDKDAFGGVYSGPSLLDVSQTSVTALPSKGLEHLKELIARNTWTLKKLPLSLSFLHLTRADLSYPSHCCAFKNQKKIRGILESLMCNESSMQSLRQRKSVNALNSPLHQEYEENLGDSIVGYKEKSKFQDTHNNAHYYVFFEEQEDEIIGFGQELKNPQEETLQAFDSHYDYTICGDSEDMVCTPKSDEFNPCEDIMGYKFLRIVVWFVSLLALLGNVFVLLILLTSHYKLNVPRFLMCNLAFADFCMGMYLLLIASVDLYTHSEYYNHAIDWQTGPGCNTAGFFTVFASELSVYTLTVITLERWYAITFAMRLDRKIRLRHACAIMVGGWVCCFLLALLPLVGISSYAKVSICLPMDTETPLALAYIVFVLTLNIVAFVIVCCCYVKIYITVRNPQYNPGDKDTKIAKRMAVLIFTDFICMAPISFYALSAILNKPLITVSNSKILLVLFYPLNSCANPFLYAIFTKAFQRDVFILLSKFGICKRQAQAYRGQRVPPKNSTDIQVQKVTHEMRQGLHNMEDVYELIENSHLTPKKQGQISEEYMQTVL
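Freshly harvested TSHR cells receive pin-tooled compound, then EC80 TSH at 4nM final. After 2 hours at 37 deg C, antibody in lysis buffer and cAMP-d2 are added; 30 minutes at ambient temperature precede the HTRF read.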
Menin MLL FP TR = inhibitors of human menin-MLL interaction, mutant MLL peptide | 0.23% of 270,000 active | Menin + Texas Red MLL mutant peptide, fluorescence polarization | O00255 | AID 1768 | Potency, µM (highest dose often 61.6 µM), inactives show at the top dose FP activity change, negative = inhibition, most hits filed as inhibitors; active = well fitted inhibition curve with a large enough effect in the polarisation, with a control signal flat, not every such curve was filed as active; inconclusive = small, poorly fitted or top-dose-only effect, or effect the other way, or a change in a side signal; inactive = no such curve, though single readings can be large or run the other way; the % refers to the polarisation; also: potency is read from the fitted curve at half-maximal effect; % of control where 0% means no effect; many of its hits are not listed in these tables
TSG101-PTAP inh = blocks PTAP/TSG101 interaction to inhibit HIV-1 budding | Fluorescence polarization, FITC-PTAP peptide / Tsg101 binding | 340,000 tested, under 10 active | Potency, µM (titrated, usually from 115 µM), inactives show at the highest dose activity change, negative = inhibition, hits mostly inhibitors; active = well fitted inhibition curve with a large enough effect in the main read-out, with a control signal flat, not every such curve was filed as active; inconclusive = small, poorly fitted or top-dose-only effect, or effect the other way, or a change in a side signal; inactive = no such curve, though single readings can be large or run the other way; also: potency is read from the fitted curve at half-maximal effect; % of control where 0% means no effect
Target sequence (Q99816 whole entry, looked up): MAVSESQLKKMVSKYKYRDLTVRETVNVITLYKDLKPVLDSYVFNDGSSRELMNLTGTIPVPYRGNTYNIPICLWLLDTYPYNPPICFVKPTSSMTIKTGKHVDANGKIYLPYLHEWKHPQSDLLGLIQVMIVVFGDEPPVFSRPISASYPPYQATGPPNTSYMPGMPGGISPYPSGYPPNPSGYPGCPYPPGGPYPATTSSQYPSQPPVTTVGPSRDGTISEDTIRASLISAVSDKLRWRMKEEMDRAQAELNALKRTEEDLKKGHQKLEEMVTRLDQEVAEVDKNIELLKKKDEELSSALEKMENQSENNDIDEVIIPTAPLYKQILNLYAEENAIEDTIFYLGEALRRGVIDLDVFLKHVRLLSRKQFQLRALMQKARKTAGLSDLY
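Tsg101 binding domain (10 uM final) was mixed with compound and a FITC-labeled PTAP peptide (50 nM final) in HEPES pH 7.5 buffer with NaCl, Tween 20, EDTA and TCEP; fluorescence polarization was read after 20 min at r.t.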
MBNL1 CUG block = blocks human MBNL1 binding to CUG repeat RNA | 0.036% of 280,000 active | Potency, µM (series often up to 57.5 µM), for inactives: top-dose activity change, negative = inhibition, hits mostly inhibitors | AID 2675 | Q9NR56 | TR-FRET MBNL1-His/biotin-(CUG)12 binding, 665/545 ratio; active = well fitted inhibition curve with a large enough effect in the signal ratio, with a control signal flat, not every such curve was filed as active; inconclusive = small, poorly fitted or top-dose-only effect, or effect the other way, or a change in a side signal; inactive = no such curve, though single readings can be large or run the other way; the % refers to the signal ratio; also: potency is read from the fitted curve at half-maximal effect; % is scaled to controls: 0 for no effect and ±100 for the full control effect
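His-tagged MBNL1 binding to biotinylated (CUG)12 RNA was measured by TR-FRET using terbium anti-His antibody (0.055 ng/ul final) and streptavidin-XL665 (5 nM final). Compounds were titrated 92 nM to 58 uM; 60 min at room temperature.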
ASM inhibitor = blocks human secretory acid sphingomyelinase. placental ASM, HMU-PC fluorogenic substrate, 60 min. 0.006% of 340,000 active. P17405. Potency, µM (doses to about 57.5 µM), without a hit: top-dose activity change, negative = inhibition, hits mostly inhibitors; also: potency is read from the fitted curve at half-maximal effect
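Steps: dispense placental human ASM, pin compound, wait 10 min at room temperature, add HMU-PC0 substrate at 9 uM final, incubate 60 min at 37 °C, add stop solution raising pH to 10, read fluorescence.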
TCR act = activates T cell receptor signaling; 330,000 tested, under 10 active; Potency, µM (series often up to 9.22 µM), without a hit: at the highest dose activation of IL-2 secretion, hits mostly activators; primary human leukocytes, anti-CD3, IL-2 HTRF, 48 h; also: % of control where 0% means no effect
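48 hr co-incubation of compounds, a-CD3 beads and primary human leukocytes; IL-2 quantified homogeneously by HTRF with anti-IL-2 K and d2 conjugates.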
CXXC DNA block = blocks binding of human MLL CXXC domain to DNA | Q03164 | 0.037% of 290,000 active | Potency, µM (highest dose often 115 µM), for inactives: at the highest dose activity change, negative = inhibition, most hits filed as inhibitors | MLL-CXXC / FITC-HOXA9 DNA fluorescence polarization; active = well fitted inhibition curve with a large enough effect in the polarisation, with a control signal flat, not every such curve was filed as active; inconclusive = small, poorly fitted or top-dose-only effect, or effect the other way, or a change in a side signal; inactive = no such curve, though single readings can be large or run the other way; the % refers to the polarisation; also: potency is read from the fitted curve at half-maximal effect
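Steps: dispense CXXC domain solution (7 uM) → pin compounds or unlabeled HOX-A9 DNA control → 5 min ambient → add FLSN-HOX-A9 solution (50 nM) → spin → 30 min ambient → fluorescence polarization. Tris pH 7.5/NaCl/DTT/BSA buffer.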
* marks the source's active call; other numbers are inactive results; & = joins results of further samples; [ ] = another dose, or the depositor's remark. Unless noted, calls follow the shape of the dose curve; as a rule, active = well fitted curve in the direction sought with a large enough effect; inconclusive = small, poorly fitted or top-dose-only effect, or another doubt; inactive = no such curve, though single readings can be large; an effect the other way counts as inactive or inconclusive. A portion of the library, so the mix of outcomes need not match the whole.

How did CC(C)CC(NC(=O)/C(=C\c1ccco1)NC(=O)c1ccco1)C(=O)O (stereo not drawn) do in these assays?
Mito fusion act: 3%; A-T KAP1 phos: 6%; Integrin act MD: 23%; TSHR antagonist: 9; Menin MLL FP TR: 4%; TSG101-PTAP inh: -5%; MBNL1 CUG block: 13%; ASM inhibitor: -1%; TCR act: -10%; CXXC DNA block: -6%

Results for Cc1ccc(NC(=O)CSc2nnc(-c3ccncc3)o2)cc1C ?
Mito fusion act: 3%; A-T KAP1 phos: 6%; Integrin act MD: 4%; TSHR antagonist: -3; Menin MLL FP TR: 2%; TSG101-PTAP inh: -4%; MBNL1 CUG block: -1%; ASM inhibitor: -1%; TCR act: 3%; CXXC DNA block: -1%

What do the screens show for `CCc1nc(N2CCN(C(=O)c3ccco3)CC2)c(C#N)c2c1COC(C)(C)C2`?
Mito fusion act: 9%; A-T KAP1 phos: 0%; Integrin act MD: inconclusive; TSHR antagonist: -5; Menin MLL FP TR: -26%; TSG101-PTAP inh: 0%; MBNL1 CUG block: 1%; ASM inhibitor: 3%; TCR act: 0%; CXXC DNA block: -15%

What do the screens show for `COc1ccccc1-c1cc(C(=O)NCCCn2ccnc2)no1`?
Mito fusion act: 0%; A-T KAP1 phos: -3%; Integrin act MD: 4%; TSHR antagonist: -7; Menin MLL FP TR: 18%; TSG101-PTAP inh: -4%; MBNL1 CUG block: 4%; ASM inhibitor: 0%; TCR act: -19%; CXXC DNA block: -3%

How did CCCN1C2CCCC1CC(NC(=O)c1ccc(F)cc1)C2 (stereo not drawn) do in these assays?
Mito fusion act: 2%; A-T KAP1 phos: 24%; Integrin act MD: -31%; TSHR antagonist: 4; Menin MLL FP TR: -5%; TSG101-PTAP inh: -5%; MBNL1 CUG block: 7%; ASM inhibitor: 1%; TCR act: 2%; CXXC DNA block: 6%

Results for Cc1ccc(NC(=O)c2ccc(=O)n(CC(=O)Nc3ccccc3)n2)cc1 ?
Mito fusion act: -4%; A-T KAP1 phos: 1%; Integrin act MD: 8%; TSHR antagonist: -2; TSG101-PTAP inh: -7%; MBNL1 CUG block: -6%; ASM inhibitor: 1%; TCR act: -6%; CXXC DNA block: -5%

Results for CCOC(=O)C1=C(CC)OC(N)=C(C#N)C1c1ccsc1 (stereo not drawn) ?
A-T KAP1 phos: 5%; Integrin act MD: -10%; TSHR antagonist: 0; Menin MLL FP TR: -18%; TSG101-PTAP inh: 0%; MBNL1 CUG block: 5%[11.5 µM]; ASM inhibitor: 1%; TCR act: -4%[46.1 µM]; CXXC DNA block: -9%

What do the screens show for `C/C(=N\NC(=O)c1nc2ccccn2c1C)c1cc2ccccc2o1`?
Mito fusion act: -6%; A-T KAP1 phos: -5%; Integrin act MD: inconclusive; TSHR antagonist: 20; Menin MLL FP TR: -2%; TSG101-PTAP inh: -3%; MBNL1 CUG block: inconclusive; ASM inhibitor: -6%; TCR act: -1%; CXXC DNA block: -7%

How did O=C(NCc1ccc(N2CCCC2=O)cc1)c1cn(Cc2ccccc2)nn1 do in these assays?
Mito fusion act: -1%; A-T KAP1 phos: 7%; Integrin act MD: -5%; TSHR antagonist: -7; Menin MLL FP TR: -2%; TSG101-PTAP inh: -10%; MBNL1 CUG block: -5%; ASM inhibitor: 1%; TCR act: 3%; CXXC DNA block: -6%

Results for CN(Cc1cccc(F)c1)C(=O)c1cccc(S(=O)(=O)N2CCN(Cc3ccccc3)CC2)c1 ?
Mito fusion act: 0%; A-T KAP1 phos: 10%; Integrin act MD: -20%; TSHR antagonist: -21; TSG101-PTAP inh: -4%; MBNL1 CUG block: 0%; ASM inhibitor: -4%; TCR act: 7%; CXXC DNA block: 4%

What do the screens show for `CCC1(C)NC(=O)N(CC(=O)N2CCN(c3cccc(Cl)c3)CC2)C1=O` (stereo not drawn)?
Mito fusion act: 4%; A-T KAP1 phos: -4%; Integrin act MD: -29%; TSHR antagonist: 7; TSG101-PTAP inh: -2%; ASM inhibitor: 2%; TCR act: -1%

What do the screens show for `Cc1ccc(OCc2nc(C#N)c(N3CCN(Cc4ccccc4)CC3)o2)cc1`?
Mito fusion act: 15%; A-T KAP1 phos: -10%; Integrin act MD: 22%; TSHR antagonist: 1; Menin MLL FP TR: -13%; TSG101-PTAP inh: 1%; MBNL1 CUG block: 3%; ASM inhibitor: -1%; TCR act: 2%; CXXC DNA block: 13%

Results for Nc1n[nH]c(-c2ccc([N+](=O)[O-])cc2[N+](=O)[O-])n1 ?
Mito fusion act: 5%; A-T KAP1 phos: -3%; Integrin act MD: 15%; TSHR antagonist: -13; Menin MLL FP TR: 3%; TSG101-PTAP inh: -1%; MBNL1 CUG block: inconclusive; ASM inhibitor: -3%; TCR act: -1%; CXXC DNA block: 3%

How did CCCN(CCC)CCCNC(=O)c1ccc2c(c1)N(CC)C(=O)c1ccccc1S2=O (stereo not drawn) do in these assays?
Mito fusion act: -2%; A-T KAP1 phos: 3%; Integrin act MD: -2%; TSHR antagonist: -22; Menin MLL FP TR: 8%; TSG101-PTAP inh: -8%; MBNL1 CUG block: -10%; ASM inhibitor: 5%; TCR act: 8%; CXXC DNA block: 9%

How did CC(C)(C)c1ccc(-c2nc(C=O)c3ccccn23)cc1 do in these assays?
Mito fusion act: 2%; A-T KAP1 phos: 11%; Integrin act MD: 0%; TSHR antagonist: -12; Menin MLL FP TR: inconclusive; TSG101-PTAP inh: 0%; MBNL1 CUG block: inconclusive; ASM inhibitor: 212%[activator]; TCR act: -5%; CXXC DNA block: 2%

What do the screens show for `Cc1cc(C)c2ccc(N)nc2c1O`?
Mito fusion act: 14%; A-T KAP1 phos: 8%; Integrin act MD: -32%; TSHR antagonist: -1; Menin MLL FP TR: -3%; TSG101-PTAP inh: 1%; MBNL1 CUG block: 0%; ASM inhibitor: 3%; TCR act: -12%; CXXC DNA block: -1%

What do the screens show for `O=C(Cc1ccc(-c2ccccc2)cc1)Nc1ncccc1O`?
Mito fusion act: 8%; A-T KAP1 phos: -2%; Integrin act MD: 17%; TSHR antagonist: -17; Menin MLL FP TR: inconclusive; TSG101-PTAP inh: -4%; MBNL1 CUG block: 27%; ASM inhibitor: 7%; TCR act: 1%; CXXC DNA block: -19%

Results for Cc1ccc(C23CC4CC(CC(NC(=O)NC(C)(C)CO)(C4)C2)C3)cc1 ?
Mito fusion act: inconclusive; A-T KAP1 phos: 0%; Integrin act MD: 5%; TSHR antagonist: 140; Menin MLL FP TR: 4%; TSG101-PTAP inh: -11%; MBNL1 CUG block: 5%; ASM inhibitor: -7%; TCR act: -6%; CXXC DNA block: 11%

How did CCN1CCN(c2ccc(NC(=O)c3ccc(Cl)c(N4CCCC4=O)c3)cc2)CC1 do in these assays?
Mito fusion act: -1%; A-T KAP1 phos: 0%; Integrin act MD: -38%; TSHR antagonist: 11; Menin MLL FP TR: -1%; TSG101-PTAP inh: -3%; MBNL1 CUG block: 0%; ASM inhibitor: -2%; TCR act: 3%; CXXC DNA block: 30%

What do the screens show for `CS(=O)(=O)c1ccc2nc(NC(=O)CCNC(=O)c3ccc(Cl)cc3)sc2c1`?
Mito fusion act: -2%; A-T KAP1 phos: 2%; Integrin act MD: 10%; TSHR antagonist: 0; TSG101-PTAP inh: -2%; ASM inhibitor: 0%; TCR act: 0%

What do the screens show for `O=C1NCCN(Cc2ccoc2)C1CC(=O)N(CCO)Cc1ccccc1` (stereo not drawn)?
Mito fusion act: -4%; A-T KAP1 phos: -2%; Integrin act MD: 5%; TSHR antagonist: -23; Menin MLL FP TR: -10%; TSG101-PTAP inh: -1%; MBNL1 CUG block: -3%; ASM inhibitor: 6%; TCR act: -7%; CXXC DNA block: 1%

How did CCN(CC)C(=O)c1[nH]cnc1C(=O)NCC(=O)OC(C)(C)C do in these assays?
Mito fusion act: 2%; A-T KAP1 phos: 1%; Integrin act MD: 38%; TSHR antagonist: 50; Menin MLL FP TR: -1%; TSG101-PTAP inh: 2%; MBNL1 CUG block: -8%; ASM inhibitor: 1%; TCR act: 1%; CXXC DNA block: -1%

Results for O=C(COC(=O)c1ccc(Cl)c(S(=O)(=O)N2CCCC2)c1)NCc1ccccc1 ?
A-T KAP1 phos: 4%; Integrin act MD: -12%; TSHR antagonist: -16; TSG101-PTAP inh: -1%; ASM inhibitor: -1%; TCR act: 2%[46.1 µM]

Results for NS(=O)(=O)c1cc2c(cc1Cl)NCNS2(=O)=O ?
Mito fusion act: 1%&-1%; A-T KAP1 phos: -20%; TSHR antagonist: -17&7; Menin MLL FP TR: -19%; TSG101-PTAP inh: -2%; MBNL1 CUG block: -2%; ASM inhibitor: 1%; TCR act: -7%; CXXC DNA block: -1%&13%
